Screening data as filed in PubChem BioAssay.
Wee1 degr inh: blocks degradation of human Wee1 kinase; AID 1321; HeLa Luc-Wee1K328M stability, luciferase luminescence; 100% = proteasome inhibitor MG132 effect; P30291; 220,000 tested, 1.2% active; reporter increase, % at 5 µM;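 active = activation above the mean of all tested compounds plus 3 SD, set per screening run, cut at about 8.8% in these data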;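 also: cells exposed to compound for 20 h before luminescence read; 0% = DMSO alone and 100% = MG132 at 30 µM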
KLK5 inh: blocks human kallikrein 5 protease activity; Q9Y337; recombinant hK5, fluorogenic AMC substrate cleavage; inhibition, % at 5 µM; 210,000 tested, 0.59% active;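 active = inhibition of 40% or more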;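 also: 0% = enzyme controls without compound and 100% = no-enzyme blanks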
Target sequence (Q9Y337 67-293 limits assumed): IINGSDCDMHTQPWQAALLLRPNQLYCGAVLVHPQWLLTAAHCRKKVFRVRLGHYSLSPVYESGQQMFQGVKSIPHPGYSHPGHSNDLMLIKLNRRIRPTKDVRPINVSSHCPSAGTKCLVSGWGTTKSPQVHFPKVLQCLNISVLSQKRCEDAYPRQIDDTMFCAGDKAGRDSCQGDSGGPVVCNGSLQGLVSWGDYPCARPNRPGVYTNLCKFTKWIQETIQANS
Hck-Nef inh: human Hck-Nef kinase inhibition | Recombinant Hck-YEEI plus Nef, Z-Lyte FRET kinase assay | inhibition, % at 20 µM | 220,000 tested, 0.68% active;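 active = Hck-Nef kinase inhibition above about 50%, limit read from the data; inactive = inhibition below that limit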;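 also: 0% = DMSO with Hck plus Nef and 100% = Hck alone without Nef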
Thrombin inh: thrombin (human) inhibition. alpha-thrombin, Boc-VPR-AMC fluorogenic substrate cleavage. 220,000 tested, 0.26% active. AID 1046. inhibition, % at 5 µM. P00734;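 active = inhibition at or above 40%; inactive = inhibition below 40%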;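 also: 0% = enzyme with no compound and 100% = wells without enzyme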
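Material: human alpha-thrombin enzyme / Medium: pH 7.5 Tris (50 mM) with NaCl 150 mM, Tween 20 0.05% / Compound: single-point dosing at 5 µM, 0.2% DMSO / Incubation: enzyme reaction carried out at room temperature / Detection: AMC fluorescence, 355/460 nm / Read-out basis: percent inhibition scaled between no-compound controls and no-enzyme blanks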
Runt-SMMHC FRET: inhibitors of human RUNX1 Runt domain binding to CBFb-SMMHC; Q01196+Q13951; Cerulean-Runt/Venus-CBFb-SMMHC FRET ratio 530/480, 1 h; inhibition, % at 20 µM; 220,000 tested, 0.74% active; AID 1434;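 active = mean inhibition across duplicate retests at 20 µM reaching about 50%, limit read from the data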;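 also: 0% = DMSO wells and 100% = wells with excess untagged CBFb-SMMHC; inhibitors lower the FRET ratio by blocking Runt binding to CBFb-SMMHC; some results filed as inactive read as strong as hits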
14-3-3 Bad PPI: disrupts binding of bovine 14-3-3 zeta to phospho-Bad peptide. P63103. 220,000 tested, 0.71% active. inhibition, % at 21.7 µM. TR-FRET 14-3-3zeta/Dy647-pBad peptide displacement, 1 h;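 active = inhibition above about 70%, limit read from the data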;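 also: 0% = full 14-3-3 plus peptide FRET controls and 100% = background without 14-3-3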
Target sequence (P63103 whole entry, looked up): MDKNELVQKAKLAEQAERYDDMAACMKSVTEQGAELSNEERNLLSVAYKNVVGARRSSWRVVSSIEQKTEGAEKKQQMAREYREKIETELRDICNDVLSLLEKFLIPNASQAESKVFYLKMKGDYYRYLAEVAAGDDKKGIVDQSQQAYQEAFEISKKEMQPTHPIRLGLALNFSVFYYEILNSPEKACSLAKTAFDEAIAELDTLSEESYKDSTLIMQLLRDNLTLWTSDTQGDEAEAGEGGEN
FXIIa inh 1536: blocks human coagulation factor XIIa protease activity; P00748; purified FXIIa, Boc-QGR-AMC fluorogenic substrate, 2 h; inhibition, % at 5 µM; 220,000 tested, 0.3% active; in the data active = inhibition above about 40%;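 also: 0% = enzyme with no compound and 100% = blank without enzyme; many of its hits are not listed in these tables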
Target sequence (P00748 20-372 limits assumed): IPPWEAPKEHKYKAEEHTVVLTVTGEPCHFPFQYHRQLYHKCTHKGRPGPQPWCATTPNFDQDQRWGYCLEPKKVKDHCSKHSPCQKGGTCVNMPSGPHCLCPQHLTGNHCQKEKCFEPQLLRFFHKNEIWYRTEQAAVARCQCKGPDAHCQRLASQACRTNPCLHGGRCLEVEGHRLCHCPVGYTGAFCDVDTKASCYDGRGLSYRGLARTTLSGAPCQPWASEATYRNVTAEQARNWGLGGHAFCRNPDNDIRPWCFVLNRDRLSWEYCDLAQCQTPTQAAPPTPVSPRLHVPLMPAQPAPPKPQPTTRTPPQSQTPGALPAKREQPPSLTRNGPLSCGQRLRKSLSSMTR
Target sequence (P00748 373-615 limits assumed): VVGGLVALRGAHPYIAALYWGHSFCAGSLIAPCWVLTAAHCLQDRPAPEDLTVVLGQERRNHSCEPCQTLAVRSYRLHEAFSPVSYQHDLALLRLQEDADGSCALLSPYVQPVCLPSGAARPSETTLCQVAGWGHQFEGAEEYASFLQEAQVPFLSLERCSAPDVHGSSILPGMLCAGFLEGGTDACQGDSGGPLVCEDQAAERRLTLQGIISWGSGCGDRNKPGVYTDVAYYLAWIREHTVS
Runt-CBFb FRET: inhibitors of human RUNX1 Runt domain binding to CBFb. Cerulean-Runt/Venus-CBFb FRET ratio 530/480, 1 h. inhibition, % at 20 µM. 220,000 tested, 0.46% active. AID 1496;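 active = inhibition over about 50% at 20 µM in the single-dose screen, limit read from the data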;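 also: 0% = DMSO wells and 100% = excess unlabeled CBFb competitor control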
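Measured by: fluorescence energy transfer, 422 nm excitation, 530/480 nm emission; test system: Cerulean-tagged RUNX1 Runt domain (FRET donor) fusion protein; buffer or medium: Tris pH 7.5 buffer with BSA; compound: one dose, 20 µM compound, 1% DMSO; times: two 1 h room-temperature incubations shielded from light; benchmarks: unlabeled CBFb 5 µM, positive control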
FXIa inh: inhibitors of human coagulation factor XIa. P03951. purified FXIa, Boc-Glu-Ala-Arg-AMC fluorogenic substrate. inhibition, % at 5 µM. 220,000 tested, 0.14% active. AID 798;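 active = inhibition of at least 40%; inactive = inhibition below 40%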;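 also: fluorescence of freed AMC excited at 355 nm; 0% = enzyme without compound and 100% = no enzyme blank; many of its hits are not listed in these tables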
Starred values were filed as active, the others as inactive; / = no result given; [ ] = remark or other dose.

Sequence of screens: Wee1 degr inh, KLK5 inh, Hck-Nef inh, Thrombin inh, Runt-SMMHC FRET, 14-3-3 Bad PPI, FXIIa inh 1536, Runt-CBFb FRET, FXIa inh
> O=C(C1CCC(CNc2nc(=S)[nH]c3ccccc23)CC1)N1CCN(c2ccccn2)CC1 (centres undefined)
    8, -13, 1, -6, 4, -11[fluorescence artefact?], 6, 2, -2
> OC(C#CCN1CCCCCC1)(c1ccccc1)c1cccnc1 (centres undefined)
    3, -9, 1, -10, 1, -1, 2, -1, -1
> [O-]c1n[n+](-c2ccc(Cl)cc2Cl)cc2ccccc12
    2, 3, 36, -7, -3, -17, 10, 10, 0
> COC(=O)c1ccc(NC(=O)COC(=O)c2cccc3c(=O)c(C)c(-c4ccccc4)oc23)cc1
    5, -10, 6, -14, 1, 0[fluorescence artefact?], 10, -3, 3
> O=C1OCc2cc(NC(=O)C3CCCCC3)ccc21
    1, -25, 1, -5, 0, -3, 9, 1, -4
> COc1ccc(C(C(=O)NC2CCCC2)N(CCN(C)C)C(=O)c2snc(C(N)=O)c2N)cc1 (centres undefined)
    2, 7, 1, 6, 4, -21, 3, 0, 7
> CC(=O)OCC1O[C@@H](O[C@@H]2C[C@H]3C(C)(C)[C@H](OC(C)=O)CC[C@]3(C)[C@H]3CC[C@]45C[C@]4(CC[C@H]5[C@@H](C)C[C@@H](O)[C@H](O)C(C)(C)O)[C@@]32C)[C@H](O)[C@@H](O)[C@@H]1O (some centres undefined)
    0, -8, -5, -3, -11, -9[fluorescence artefact?], 9, -4, 0
> C=CCN(CC=C)S(=O)(=O)c1ccc2nsnc2c1
    -3, 2, 1, 4, -2, -9[fluorescence artefact?], 13, 0, 2
> Cn1cnnc1SCC(=O)Nc1ccc2c(c1)CCC2
    2, -24, 0, 3, -4, -9, 24, -2, 16
> CCc1nc(NCC(C)C)c(C#N)c2c1COC(C)(C)C2
    2, 16, 7, -3, 0, 5, 10, 0, 5
> O=C(Oc1ccc2ccccc2c1Cl)N1CCCCCC1
    6, -7, 1, -13, -3, 15, 20, -1, 21
> O=C(CSC1=NNC(c2ccccn2)S1)Nc1ccccc1 (centres undefined)
    1, -23, 2, 1, 4, -9, 7, 11, 2
> Cc1ccc(CCC(=O)Nc2ncc(Cc3cc(Cl)ccc3Cl)s2)o1
    4, -9, 6, 0, 17, 3, 3, 34, 2
> COc1cc(CN2CCC(C(=O)NC3CCCC3)CC2)cc(Br)c1O
    3, -19, 2, -10, 4, 30, 11, 0, -9
> O=C(CN1C(=O)c2cccc3cccc1c23)N1CCN(c2ccccc2)CC1
    0, -17, 2, -5, -9, 2[fluorescence artefact?], 11, -12, 0
> Cc1cccc(Cn2c(SCCN3CCOCC3)nc3c2c(=O)n(C)c(=O)n3C)c1
    3, -3, 1, 0, -2, 7[fluorescence artefact?], 19, -2, 7
> CCn1c(SCC(=O)N/N=C/c2c[nH]c3ccccc23)nnc1-c1ccc(C)cc1
    3, 2, 2, 3, -5, -15, 6, /, -6
> CN(C)c1ccc(C=C2C(=O)OC3(CCCC3)OC2=O)cc1
    4, -2, 24, -10, 3, -3, 4, 0, -2
> CN(CC(=O)Nc1ccc(F)cc1)CC(=O)Nc1ccc(F)c(F)c1F
    2, -1, 14, -14, 3, -7, 4, 1, 4
> Cc1cccc(NC(=S)N=Nc2c(O)n(C)c3ccc(S(=O)(=O)N4CCOCC4)cc23)c1
    0, -5, 0, 7, -7, -4, 14, -4, 9
> CS(=O)(=O)NCc1ccc(C(=O)O)cc1
    -3, -1, 19, -1, -3, -13, 4, 0, -2
> O=C(Nc1ccncc1)c1ccc(F)cc1
    1, -15, 0, -2, 0, -5, 12, 4, 3
> CCCCS(=O)(=O)NC1=NCN(CCO)CN1
    -2, -12, -1, -7, -6, -13, 9, 1, 1
> O=C(CSc1nnc(Cc2cc(=O)[nH]c(=O)[nH]2)n1-c1ccccc1)N1CCCc2ccccc21
    1, 1, 1, -5, -2, 10[fluorescence artefact?], 5, -1, -7
> CCOC(=O)NC(=O)C(=CNc1cccc(OC)c1)C(=O)NC(=O)OCC
    -1, -13, 5, -1, 3, -10, 10, 1, 9
> O=C(Nc1ccccc1C(=O)N1CCN(Cc2ccccc2)CC1)c1ccccn1
    1, 4, 0, -2, 2, 6, 6, 1, 7
> CC(C)[C@@H]1NC(=O)N(c2ccc(Oc3ccccc3)cc2)C1=O
    2, -10, 0, -3, 3, -2, 9, -3, 2
> Cc1cc(C)c2nc(/N=C(\N)NC(=O)c3ccccc3)nc(C)c2c1
    1, 10, 24, -2, -3, 3, 12, -1, 0
> CC(C)(C)n1nnnc1C(c1cccs1)N1CCN(C(=O)c2ccco2)CC1 (centres undefined)
    -3, 0, -1, -6, 1, -10, 4, 0, -2
> CN(CCc1ccccn1)C1CC(=O)N(c2ccc(Cl)cc2)C1=O (centres undefined)
    3, -6, 0, 2, 1, 11, 12, 12, 7
> CCOC(=O)C(C)Oc1cccc2c(=O)n(CC(=O)N3CCCc4ccccc43)ccc12 (centres undefined)
    -1, -11, 3, -2, 0, 9, 25, -2, 18
> COc1ccccc1C(=O)NC(C)c1nc2ccccc2[nH]1 (centres undefined)
    3, 0, 2, 1, 4, 1[fluorescence artefact?], 14, -2, 1
> COC(=O)c1ccc(CSc2nnc3c(n2)[nH]c2ccccc23)cc1
    -1, 1, 30, -5, 0, 3, 8, 1, 1
> CCOC(=O)CNC(=O)c1cccs1
    -1, -5, -1, 8, 3, 0, 18, -1, 8
> O=C(Nc1c(Cl)cccc1Cl)c1ccc(-c2ccccc2)cc1
    -1, -1, 1, -7, -11, 4, 2, 0, -6
> Cc1sc(NC(=O)CN(Cc2ccc(F)cc2)C(=O)C(C)C)c(C(N)=O)c1C
    0, 6, 1, 0, -4, -3[fluorescence artefact?], -3, -1, 0
> COc1nc(N/N=C/c2ccccc2F)nc(N2CCCCC2)n1
    1, -6, 1, -9, 1, 0, -6, 0, 0
> Cc1nn(-c2ccccc2)cc1/C=N/NC(=O)c1cccs1
    -1, 1, 4, 3, 3, 4, 2, 3, 3
> CCCCCCC(=O)OCC(=O)c1ccc2c(c1)NC(=O)CO2
    -1, 1, 1, -3, 1, -3, 5, -6, -1
> COc1ccc2nc(-c3cccc(N)c3)[nH]c2c1
    2, -23, 0, -4, -5, -4, -2, -12, -6
> COc1cccc(NC(=O)Cn2cc(C#N)c3ccccc32)c1
    0, -3, 13, 1, -3, 12[fluorescence artefact?], 12, -1, 10
> COc1ccc(OC)c2[nH]c(=O)c(CCNC(=O)C3CCCCC3)cc12
    -3, -5, 2, 3, -1, -4, 3, 0, 1
> O=C1CC(Nc2ccc(N3CCOCC3)cc2)C(=O)N1c1ccccc1F (centres undefined)
    -1, -4, 4, -9, 6, -1, 3, 8, -4
> O=C(O)c1ccccc1-c1ccccc1C(=O)Nc1cccc2ccccc12
    1, 4, 1, -2, -1, 11, 7, -1, 0
> O=C(COC(=O)CCc1c[nH]c2ccccc12)Nc1ccc([N+](=O)[O-])cc1
    0, -15, 2, -8, 5, 2, 3, 0, -2
> Cc1ccc(S(=O)(=O)N(C)c2ccc(C(=O)N3CCC(C(N)=O)CC3)cc2)cc1
    1, -4, 0, 5, -5, 5, 17, 0, 1
> O=C(CN(Cc1cccs1)C(=O)CNS(=O)(=O)c1ccc(Cl)cc1)NCc1ccco1
    0, -26, 2, 6, 4, -19, 16, 0, -9
> CN(C)c1cc(N/N=C\c2ccccc2)nc(N(C)C)n1
    -2, -2, 35, -9, -1, 1, 8, -3, -4
> Clc1ccc(CN2CCCCCCC2)cc1
    -2, 40, 0, 11, 3, 42[fluorescence artefact?], 15, -1, 22
> COC(=O)c1cnn(-c2cc(Oc3cccc(C)c3)ncn2)c1N
    -1, -11, 6, -7, -1, 8, 9, 1, 0

Other entries.
Sequence of screens: Wee1 degr inh, KLK5 inh, Hck-Nef inh, Thrombin inh, Runt-SMMHC FRET, 14-3-3 Bad PPI, FXIIa inh 1536, Runt-CBFb FRET, FXIa inh
> CCCCCCn1c(C(C)NC(=O)c2ccco2)nc2ccccc21 (centres undefined)
    6, -11, -1, 1, -1, 9, 10, -6, 4
> C=CCn1c(=N)n(CC(=O)O)c2ccccc21
    -4, -12, 4, -9, 11, -4, 13, 1, -3
> CC(=O)Nc1ccc2c(c1)NC(=O)CC2
    -2, -7, 10, 0, 1, -10, 0, 1, -4
> O=C(/C=C/c1cccs1)N1CCc2ccccc21
    1, -7, 0, -4, 4, -8, 8, -4, -3
> CCN(CC)S(=O)(=O)c1ccc(NC(=O)COC(=O)CCc2cc(OC)c(OC)c(OC)c2)cc1
    1, 10, 0, -2, -2, 5, 5, 1, -7
> O=C(c1ccc(Cn2c(=S)[nH]c3ccc(Br)cc3c2=O)cc1)N1CCN(C2CCCCC2)CC1
    5, 2, 0, 12, 1, -20, 5, /, -5
> O=C(CNC(=S)N(Cc1ccccc1F)C1CCCCC1)NCCCN1CCOCC1
    0, -3, 14, -10, -4, -7, -3, 0, 0
> COc1ccc(N2CCN(S(=O)(=O)c3cn(C)c(=O)n(C)c3=O)CC2)cc1
    -1, 2, 22, -3, -2, -5, 9, 2, 2
> Cc1ccccc1C(=O)OCc1cnc(Cl)s1
    1, -7, 20, -4, 1, -2, 17, 0, -7
> N#CCCn1cnc2ccccc21
    2, -1, 1, 4, -14, -4[fluorescence artefact?], 22, 3, 6
> Cc1ccnc(NS(=O)(=O)c2ccc(NC(=O)CCS(=O)(=O)c3ccccc3)cc2)n1
    3, -5, 18, 21, 0, -6, 8, -3, -9
> Nc1ncnc(Nc2ccc(F)cc2)n1
    -1, -20, 4, -1, -28, -15[fluorescence artefact?], 13, 2, 5
> CC(C)(C)NC(=O)C(c1cccs1)N(C(=O)c1csnn1)c1ccccc1F (centres undefined)
    -2, 0, 18, -4, 2, -9, 8, 0, -1
> COCCN1CCN(Cc2cn[nH]c2-c2cc3ccccc3o2)CC1
    -2, -1, 21, -12, -2, -9, 6, 0, -3
> O=C(CCC(=O)c1cccs1)OCC(=O)N1CCN(S(=O)(=O)c2ccccc2)CC1
    0, 13, 0, -4, 2, 6, -5, 0, -3
> CCc1ccc2[nH]c(=O)c(CN(Cc3ccccc3)C(=O)Nc3ccccc3OC)cc2c1
    0, -8, -11, -2, 5, 2, 13, 3, 7
> Oc1ccc(C2Nc3cccc4cccc(c34)N2)c(O)c1
    -1, 57*, 15, 67*, -28, -13, 14, -2, 11
> O=C(NC1CCCC1)C1CC(=O)N(C2CCCCCCC2)C1 (centres undefined)
    3, 5, -1, -7, 3, -9, 12, -1, -5
> CC(=O)NCCNc1ccc([N+](=O)[O-])cc1C#N
    2, 0, -6, -6, -1, -6, 7, -3, -7
> CCCCC(=O)N/N=C/c1ccc(N2CCOCC2)c([N+](=O)[O-])c1
    0, -9, 2, -8, 0, -10, 1, -3, -7
> COCCNc1nnc(SCC(=O)Nc2cc(-c3ccccc3)nn2-c2ccccc2)s1
    1, -4, 3, -1, 2, -8[fluorescence artefact?], 10, 0, 8
> Cc1ccc(-n2ncc3ccccc3c2=O)cc1Cl
    1, 1, 22, 1, 0, -12, 7, 0, -3
> CC1CCCCN1S(=O)(=O)c1ccc(C(=O)Nc2ccccc2-c2nc3ccccc3[nH]2)cc1 (centres undefined)
    11*, -18, 4, 0, 4, -3, 9, 1, 7
